PMI activator = activators of human PMI, primary screen, biochemical, fluorescence intensity, near-Km mannose 6-phosphate | purified human PMI, coupled resazurin fluorescence, 20 min; stronger effect = higher value; 1 = vehicle control, 0 substrate-free wells | 0.005% of 190,000 active | AID 1214, 2008 | activation factor at 20 µM | Mannose-6-phosphate isomerase (Homo sapiens), P34949;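 active means activation factor of 2 or more at 20 µM, relative to plate controls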
Target sequence (P34949 whole entry, looked up): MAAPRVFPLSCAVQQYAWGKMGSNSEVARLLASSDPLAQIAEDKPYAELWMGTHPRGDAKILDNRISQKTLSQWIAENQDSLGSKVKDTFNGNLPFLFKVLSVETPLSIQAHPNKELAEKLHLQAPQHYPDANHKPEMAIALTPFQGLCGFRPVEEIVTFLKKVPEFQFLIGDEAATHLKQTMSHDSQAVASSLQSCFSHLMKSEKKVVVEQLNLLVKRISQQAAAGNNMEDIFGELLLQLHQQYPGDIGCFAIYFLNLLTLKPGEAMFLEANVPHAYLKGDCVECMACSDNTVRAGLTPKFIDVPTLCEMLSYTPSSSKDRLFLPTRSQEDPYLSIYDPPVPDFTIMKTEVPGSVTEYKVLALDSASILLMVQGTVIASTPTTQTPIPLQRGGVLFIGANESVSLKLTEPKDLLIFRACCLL
NF-kB neuron act = activators of NF-kB expression in neurons, primary screen, cell-based, HTS | human neuronal cells, NF-kB reporter expression; stronger effect = higher value | fold change at 12.5 µM | 1.6% of 190,000 active; in the data active means fold change above about 3.3
bIAP act = bovine intestinal alkaline phosphatase activators, primary screen, biochemical, bovine IAP, CDP-star luminescence. alkaline phosphatase, intestinal [Bos taurus]. 0.17% of 200,000 active. purified bovine IAP, 30 min; stronger effect = higher value; fold of DMSO-control signal, blank-subtracted. activation factor at 20 µM;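 active means activation factor of 2 or more at 20 µM, a signal rise over negative controls twice the positive control's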
TNAP inh noacc = human TNAP enzyme inhibitors, primary screen, biochemical, luminescent, no phosphate acceptor, uHTS | inhibition, % at 20 µM | 0.26% of 200,000 active | AID 1012, 2008 | Alkaline phosphatase, tissue-nonspecific isozyme (Homo sapiens), P05186 | purified TNAP, CDP-star luminescence, 30 min;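 active means tissue-nonspecific alkaline phosphatase inhibition above about 50% at 20 µM in the single-dose screen, limit read from the data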;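 further: 0% = DMSO negative control and 100% = EDTA positive control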
FLuc stim CS = FLuc activators, initial screening, artefact control for FLuc-dependent activation tests, biochemical, ATPlite luminescence; Luciferin 4-monooxygenase (Photinus pyralis), P08659; AID 1027, 2008; ATPlite luciferase biochemical, 10 min; 0 = ATP-free wells, 1 = DMSO control; 200,000 tested, under 10 active; activation factor at 10 µM;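 active means luciferase activation factor, scaled between plate controls, of at least 2 with compound at 10 µM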
Target sequence (P08659 whole entry, looked up): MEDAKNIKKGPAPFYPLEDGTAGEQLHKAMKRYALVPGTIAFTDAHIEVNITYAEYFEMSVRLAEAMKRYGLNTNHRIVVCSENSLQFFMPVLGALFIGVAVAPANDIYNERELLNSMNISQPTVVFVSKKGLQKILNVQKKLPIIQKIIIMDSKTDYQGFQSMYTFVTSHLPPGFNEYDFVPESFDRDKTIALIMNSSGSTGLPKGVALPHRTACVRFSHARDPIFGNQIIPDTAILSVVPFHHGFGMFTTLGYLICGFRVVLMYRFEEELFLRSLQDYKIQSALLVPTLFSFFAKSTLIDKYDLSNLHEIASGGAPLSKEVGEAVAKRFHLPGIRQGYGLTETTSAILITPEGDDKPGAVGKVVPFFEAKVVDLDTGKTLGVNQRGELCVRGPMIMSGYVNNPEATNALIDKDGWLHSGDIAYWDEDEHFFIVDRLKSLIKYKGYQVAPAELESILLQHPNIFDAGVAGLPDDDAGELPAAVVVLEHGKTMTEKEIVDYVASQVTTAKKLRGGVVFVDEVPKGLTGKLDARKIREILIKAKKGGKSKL
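Material: Luciferase/luciferin reagent mix; Doses: test compounds dosed from 2 mM stocks in 100% DMSO; Schedule: 10 min incubation after luciferase reagent addition, room temperature; Measured by: luminescence from luciferase reaction; Read-out: luminescence gain marking luciferase activators.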
APP 5'UTR act = activators of APP 5'UTR luciferase reporter, primary screen, SH-SY5Y cells | SH-SY5Y APP 5'UTR luciferase reporter, luminescence; zero percent = DMSO vehicle wells | activation, % at 2 µM | 1% of 190,000 active;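 active means activation above a set limit, based on mean plus 3 SD of controls, cut at about 140% in these data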; further: values of inactives mirror those of a sister screen read the other way
TNAP act hi DEA = TNAP activators at high phosphate acceptor level, primary screen, biochemical, luminescence, uHTS; activation factor at 20 µM; Alkaline phosphatase, tissue-nonspecific isozyme (Homo sapiens), P05186; 200,000 tested, under 10 active; purified TNAP, CDP-star luminescence, 1 M DEA, 30 min; stronger effect = higher value; 0 = EDTA background, 1 = DMSO-only activity;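 active means activation factor at least 2 at 20 µM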
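Assay system: human TNAP; Input: enzyme diluted 1/800 final; Reagent: CDP-star luminogenic substrate at 100 µM final; Timing: 30 min, room temperature; Signal: luminescence; Evaluation: TNAP activation factor scaled between EDTA and DMSO control wells.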
PMI act hi M6P = human PMI activators, high substrate, primary screen, biochemical, fluorescence intensity, near-saturating mannose 6-phosphate; activation factor at 20 µM; coupled PMI enzyme assay, resazurin fluorescence, 20 min; stronger effect = higher value; 1 = untreated enzyme, 0 = substrate-free blank; Mannose-6-phosphate isomerase (Homo sapiens), P34949; 0.34% of 190,000 active; AID 1216, 2008;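 active means activation factor of 2 or more at 20 µM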
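Test system – human PMI in coupled enzyme assay · Timing – 20 min incubation at room temperature · Detection – Diaphorase-driven resazurin-to-resorufin fluorescence, excitation 544, emission 590 nm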
FLuc inhib CS = firefly luciferase enzyme inhibitors, primary screen, artefact control for luciferase-based inhibitor screens, biochemical, luminescence, ATPLite | Luciferin 4-monooxygenase (Photinus pyralis), P08659 | 10 min | inhibition, % at 10 µM | 1.5% of 200,000 active | AID 1006, 2008;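 active means inhibition above about 50% when tested at 10 µM, limit read from the data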
TNAP inh hi DEA = human TNAP enzyme inhibitors, primary screen, biochemical, luminescent, high phosphate acceptor level, uHTS | purified TNAP, CDP-star luminescence, 1 M DEA | Alkaline phosphatase, tissue-nonspecific isozyme (Homo sapiens), P05186 | inhibition, % at 20 µM | 0.03% of 200,000 active;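 active means over 50% inhibition of tissue-nonspecific alkaline phosphatase at 20 µM in the single-dose screen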;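 further: plate controls were DMSO wells for no effect and EDTA-quenched wells as full inhibition for full effect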
Active calls of the source: *; . = no result given. An unsorted share of the library; 3.6% or so of the library scored in one or more.

Start of the data: the first two compounds as a preview:
Compound,NF-kB neuron act,FLuc stim CS,APP 5'UTR act,FLuc inhib CS,PMI activator,TNAP act hi DEA,bIAP act,PMI act hi M6P,TNAP inh noacc,TNAP inh hi DEA
Cc1c(C(=O)N2CCN(c3ccc(F)cc3)CC2)sc2nc(-c3ccccc3)cn12,1.1,1.1,18,-6,0.9,1,0.9,0.9,-11,-3
Cc1ccccc1CNC(=O)c1cc(COc2ccc(F)cc2F)on1,1.6,1.1,-4,-9,0.9,1.1,1,1,-12,-8

All compounds of this part, from the start:
Compound,NF-kB neuron act,FLuc stim CS,APP 5'UTR act,FLuc inhib CS,PMI activator,TNAP act hi DEA,bIAP act,PMI act hi M6P,TNAP inh noacc,TNAP inh hi DEA
Cc1c(C(=O)N2CCN(c3ccc(F)cc3)CC2)sc2nc(-c3ccccc3)cn12,1.1,1.1,18,-6,0.9,1,0.9,0.9,-11,-3
Cc1ccccc1CNC(=O)c1cc(COc2ccc(F)cc2F)on1,1.6,1.1,-4,-9,0.9,1.1,1,1,-12,-8
CC(C)Cc1ccc(C(C)NC(=O)c2ccc(=O)[nH]c2)cc1 (stereo not drawn),1,1.1,-10,-5,1,1,1.1,0.9,-5,-3
Cc1nn(C)c(C)c1NC(=O)c1cnn2c(C(F)F)cc(-c3ccccc3)nc12,0.94,1,2,-2,.,1,1,.,-6,0
S=C(NC1CC2CCC1C2)N1CCN(c2cccc(Cl)c2)CC1 (stereo not drawn),0.97,1.1,-4,-8,1,1,1,0.9,-13,-2
CCS(=O)(=O)N1Cc2ccccc2CC1C(=O)Nc1nnc(SCc2ccc(F)cc2)s1 (stereo not drawn),0.98,1,-8,1,1,1,1.1,0.9,-7,-4
Cc1cccc(N(C(=O)Nc2ccc(Cl)cc2)C2=NCC(C)S2)n1 (stereo not drawn),.,1.1,8,-7,1,1,1,1,-3,-5
C=CCOn1c(=O)c(=O)n(OCc2ccccc2)c2ccccc21,1,1,11,-3,1,1.1,1,1.1,-16,-6
O=Nc1c(O)n(Cc2ccc(Cl)cc2)c2ccccc12,0.89,1,-7,-1,1.1,1,1,1,6,-1
COc1cc(CCC(=O)OCC(=O)NC2CCCC(C)C2C)cc(OC)c1OC (stereo not drawn),1.3,1.1,-7,-7,1.1,1,1,1.1,-12,-4
CCOC(=O)c1c(NC(=O)Cc2cccs2)sc(C)c1C,1.1,1.1,4,-8,0.8,1,0.9,0.9,-10,-1
Cc1cccc(NCC(=O)c2c(N)n(C)c(=O)n(C)c2=O)c1C,.,1.1,-8,-6,0.9,1,1.1,0.4,-2,-5
O=C(Nc1ccccn1)c1nc(-c2ccccc2)n(-c2ccccc2)n1,1.1,1,8,-3,1.1,1,1,1.2,-19,-4
CCOC(=O)c1csc(N)n1,1.1,1.1,17,-6,1,1.1,1.1,1,-8,-5
CCCOc1ccc(C(NC(=O)CC(C)C)NC(=O)CC(C)C)cc1OC,1.3,1.1,-5,-10,1.1,1.1,0.9,1.1,-8,-6
CC(=O)NC(Cc1ccc(F)cc1)C(=O)NC1CCN(c2ncccc2[N+](=O)[O-])CC1 (stereo not drawn),1.1,1.1,12,-6,1.1,1,1,1.1,-8,0
Cc1snc(SCC(=O)c2ccc(Cl)cc2)c1C#N,2.5,1.1,101,-6,0.4,1,0.7,1,-19,-3
CN1CCN(c2cc3c(c4c2[nH]c2ccccc24)C(=O)CC(C)(C)C3)CC1,0.82,1,-4,-2,1,1.1,1.1,1,-9,-6
CC(/C=N/n1c(-c2ccccc2)n[nH]c1=S)=C\c1ccco1,1.1,1.1,-10,-6,0.9,1,0.8,0.9,-5,-4
COc1ccc(NC(=O)CCC(=O)c2cccs2)cc1S(=O)(=O)Nc1ccccc1Cl,0.71,1,-2,1,0.9,1,1.3,1,-4,-1
COc1cc(/C=N/Nc2nnc3c(n2)[nH]c2ccccc23)ccc1O,1.2,0.9,10,11,1,0.9,0.8,1,-4,11
COc1ccc2c(C(=O)CN3CC(C)OC(C)C3)c[nH]c2c1 (stereo not drawn),1,1,3,-4,1.1,1,0.9,1.2,-2,0
O=C(/C=C/c1cccc([N+](=O)[O-])c1)Nn1c(-c2ccccc2F)nc2ccccc2c1=O,0.92,1,4,-4,1,1,0.9,0.9,-8,-2
COc1cc(C2C(N3C(=O)c4ccccc4C3=O)C(=O)N2c2ccc(C)c(C)c2)cc(OC)c1OC (stereo not drawn),1.1,1.1,5,-8,0.9,1,0.2,0.9,-11,-3
CC1CCc2cc(F)ccc2N1C(=O)CSc1nnc2c(n1)[nH]c1ccccc12 (stereo not drawn),0.35,1,-7,1,0.9,0.9,1.1,0.9,6,6
CCOc1ccc(NC(=O)C(C)SC(N)=O)cc1 (stereo not drawn),1.2,1.1,12,-6,1,1.1,0.7,0.9,12,-5
CCCn1c(=N)c(C(=O)NC2CCCC2)cc2c(=O)n3cccc(C)c3nc21,0.89,1,-6,2,1,0.9,1,1,5,9
CCOc1cc(C)c(S(=O)(=O)Nc2ccc3cn[nH]c3c2)cc1C,0.76,1.1,-6,-6,0.8,1,0.9,0.8,-5,-4
Nc1ccccc1Nc1ccc([N+](=O)[O-])cc1[N+](=O)[O-],1,1.1,-6,-6,1,1,0.9,0.9,1,2
O=C(CN1C(=O)C(c2ccc(F)cc2)=NC12CCCC2)Nc1ccc(F)cc1,0.9,1,-20,-4,1,1,1.1,1,-4,-2
CCCCCOc1ccc(CSCCNC(=S)Nc2ccccc2)cc1,1.5,1,14,-1,0.8,1,1.1,0.8,-54,-2
Cc1ccc(-c2cc(C(=O)Nc3cc(C)on3)c3ccccc3n2)cc1,1.2,0.9,-2,8,1.1,0.9,0.9,1.1,4,10
COc1ccc2[nH]cc(CCN=C3SCC(=O)N3C)c2c1,1.7,1,8,-1,1.1,1,1,1.1,-15,-4
CN(C)c1ccc(/C=C/c2ccc3ccccc3[n+]2C)cc1,2.4,0.7,17,32,0.7,0.4,0.8,1,57*,57*
O=C(Nc1ccc(-c2ccc3nncn3n2)cc1)C1CCCC1,1.3,0.5,4,52*,0.9,1,0.7,0.9,-6,0
Cc1nc2ccccc2nc1OCc1cccc(Cl)c1,1,1,0,-4,0.9,1,1,1,-69,-2
COc1ccnc(Oc2ccc3ccccc3c2)c1C#N,2,1,12,-3,1,1,1,1.1,-11,-3
CCN1CCN(C(=O)N2CCOCC2)CC1,0.99,1.1,16,-7,1,1.1,1,1,-6,-5
CCn1ccnc1CN(C)Cc1nc(Cc2cccc(C(F)(F)F)c2)no1,0.94,1,12,-2,1,1.1,1.2,1,-12,-9
N#CC(C#N)=CC1=C2OC(c3ccccc3)=CC(c3ccccc3)=C2CCC1,1.1,0.8,11,21,1,0.7,0.6,1.1,28,28
CN(C)CCNC(=S)Nc1cccc(Cl)c1,2.2,1,-10,-2,0.9,1,0.9,0.9,-11,-4
O=S(=O)(NCC1CCCO1)c1cccc(S(=O)(=O)N2CCCC2)c1 (stereo not drawn),1.3,1,-6,-4,1.1,1,1,1.1,-15,-5
Cc1nnsc1C(=O)NC(C)C12CC3CC(CC(C3)C1)C2 (stereo not drawn),0.98,1,8,-1,1,1,1,1,-4,2
NC(=O)CNc1ncc(C(F)(F)F)cc1Cl,1.2,1.1,-11,-5,1,1,1,0.9,-7,-5
O=C(O)c1ccc(N2CCCCS2(=O)=O)cc1,1.2,1.1,-17,-8,1,1.1,0.9,0.9,-19,-8
Cc1ccc(S(=O)(=O)CCc2nnc(NC(=O)c3ccccn3)s2)cc1,1.1,1,0,0,0.7,1,1.3,0.7,-8,-4
COc1ccc(NC(=S)N(CCCN2CCCCC2)Cc2cccs2)cc1,0.96,1.1,-11,-7,1,1,1,1.1,15,2
CCOP(=O)(C1=C(O)C(=O)C(C(C)(C)C)=CC1=O)c1ccccc1 (stereo not drawn),1.3,1,-13,-5,1,0.8,0.9,0.6,10,17
O=[n+]1c2c(n([O-])c3cc(Cl)ccc31)CCCC2,1,1.1,3,-9,0.9,1,1,0.8,-6,2
CCc1cccc2c(C(=O)COC(=O)/C=C/c3ccccc3OC)c[nH]c12,0.99,1,8,-4,0.8,1,1,1,9,4
O=C(Nc1cccc(O)c1)C(=O)Nc1ccccn1,2.9,0.2,155*,84*,0.9,1,1.1,1,7,3
COc1ccc2[nH]c(C)c(CCN3C(=O)C4C5C=CC(C5)C4C3=O)c2c1 (stereo not drawn),0.91,1,6,-4,1,1,1.1,0.8,-11,-2
COc1ccc(N(CC(=O)N2CCCCCC2)S(=O)(=O)c2c(C)[nH]c(=O)[nH]c2=O)cc1,1.2,1.1,8,-12,1.1,1.1,1,1.1,-1,-7
Cc1c(Cc2ccc3c(c2)OCO3)sc(NC(=O)C(C)(C)C)c1C#N,1.5,1.1,4,-8,0.9,1.1,0.9,0.9,-4,-7
Cc1cc(C)cc(NC(=O)C2CCN(c3nccs3)CC2)c1,1.1,1,20,0,1,1,1,1,-9,-1
CCCCNC(=O)CCCCCNS(=O)(=O)c1ccc(Br)cc1,1.4,1,-1,0,1.1,1,1,1.1,5,1
Cc1cc(Nc2ccc(C)c(C)c2)n2nc(C)nc2n1,0.88,1,0,-4,0.9,1,1.2,0.9,-4,-1
COCCN=c1scc(C)n1/N=C/C1CC2C=CC1C2 (stereo not drawn),1.1,1,-2,-3,0.9,1,1.1,0.9,-8,0
CS(=O)(=O)N(CC(=O)N1CCc2ccccc2C1)Cc1ccccc1,1,1,1,-5,1,1,1,1,-15,-4
COC(=O)c1ccc(OCC(=O)c2ccccc2)cc1,4.1*,0.7,116,27,1,1,0.9,1,-7,2
O=C(CO/N=C/c1ccc(OC(F)F)cc1)NC1CCCC1,.,1,-8,-3,1,1,1,1,-18,-2

Single entries from the list.
Reading for Cc1nnsc1C(=O)NC(C)C12CC3CC(CC(C3)C1)C2 (stereo not drawn) in APP 5'UTR act: 8
Reading for COc1ccc(NC(=S)N(CCCN2CCCCC2)Cc2cccs2)cc1 in FLuc inhib CS: -7

Screens (PubChem)
